Assay outcomes (PubChem BioAssay)
PglD inh: C. jejuni PglD acetyltransferase inhibitors, primary screen, biochemical, DTNB colorimetric, single point; UDP-N-acetylbacillosamine N-acetyltransferase PglD (Campylobacter jejuni); purified PglD enzyme, DTNB colorimetric CoA detection; inhibition, % at 12.5 µM; 0.098% of 360,000 active; AID 602405, 2012; in the data active means inhibition above about 16%, passing the limit was not always enough; further: strong numbers were not always called active
INS-1E GSIS act: GLuc luminescence reporter in INS-1E cells, primary screen for activators of glucose-dependent secretion of insulin; INS-1E GLuc reporter insulin secretion, 2-3 h; activation, % at 16.6 µM; 0.61% of 370,000 active; AID 743287, 2014;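 active means lowest replicate activation of at least 40%, so every replicate reaches that level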;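 further: 0% = median of neutral control wells and 100% = median of IBMX positive control wells; some compounds called inactive have numbers as strong as hits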
LGR2 antag: inhibitors of bursicon-induced LGR2 CRE-luciferase signal, primary screen, cell-based, HEK293, CRE-luciferase reporter, bursicon stimulation; inhibition, % at 9.99 µM; Drosophila bursicon receptor LGR2 (rickets); 0.35% of 380,000 active; bursicon-stimulated, 4 h; AID 720647, 2013;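 active means drop in luminescence signal, shown as inhibition above about 50% in the replicate tests, limit read from the data, passing the limit was not always enough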;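 further: agonist challenge used bursicon conditioned medium at about half maximal strength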
Cneo AK release: Cryptococcus neoformans cell lysis inducers, primary screen, AK release luminescence, single concentration. 0.2% of 360,000 active. lysis activity, % at 15 µM. AID 651654, 2012. C. neoformans lysis, adenylate kinase release luminescence, 4 h; normalised: neutral wells 0, clomiphene wells 100;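 active means mean lysis activity across replicates of at least 80%, whatever share of replicates individually reach that level; inactive means mean lysis activity below 80%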
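Material – log-phase Cryptococcus neoformans yeast cells · Input – 5 × 10^6 yeast cells/mL · Medium – fresh YPD growth medium · Doses – single compound concentration per well · Timing – static 4 h at 37 °C with compound, 1 h detection · Detection – adenylate kinase release luminescence · Read-out – signal increase indicating cell lysis · Control set – Clomiphene as positive lysis control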
PAX8 inh HTS: inhibitors of PAX8-driven TPO luciferase reporter, primary screen, RMG-I cells, single concentration | SteadyGlo, 24 h | inhibition, % at 12.6 µM | 1.2% of 360,000 active;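 active means mean replicate inhibition at least 60% with every replicate also reaching 60%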;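 further: luciferase light reporting Pax8 driven TPO promoter activity; plate controls were median of neutral control wells for no effect and mitoxantrone controls for full effect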
PGC1a acetyl inh: inhibitors of PGC1a acetylation signal, primary screen, cell-based, U2OS, AlphaScreen, inhibitor mode; AlphaScreen anti-acetyl-lysine; with virally co-expressed GCN5 acetyltransferase; inhibition, % at 15.6 µM; 0.17% of 350,000 active; AID 651687, 2012;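 active means every replicate shows inhibition of at least 40%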;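 further: 0% = neutral control wells and 100% = positive control wells; some results beyond the cut were filed as inactive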
ARNT TACC3 PPI: disruptors of ARNT/TACC3 protein interaction, primary screen, biochemical, AlphaScreen, single concentration. AlphaScreen His-ARNT PAS-B/GST-TACC3 binding, luminescence; TACC3 fragment carries E629A point mutation. inhibition, % at 9.99 µM. 0.66% of 390,000 active;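 active means mean inhibition of replicates at least 50% and at least half of replicates each reaching 50%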;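 further: 0% = complete ARNT plus TACC3 wells and 100% = ARNT alone without TACC3; many hits fall short of the cut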
C2C12 statin: suppressors of statin myotoxicity in C2C12 myotubes, primary screen, cell-based, single point, plate reader; 0.78% of 330,000 active; rescue of ATP level, % at 7.49 µM; C2C12 myotubes + simvastatin, ATP luminescence, 48 h; scaled: DMSO 0, geranylgeraniol control 100;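 active means mean ATP rescue above about 67%, or every replicate alone reaching that limit, limit read from the data, passing the limit was not always enough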;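 further: myotubes were challenged with 10 µM simvastatin during compound exposure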
The depositor's hits bear a star; x = not tested or not shown.

Short forms: A = PglD inh; B = INS-1E GSIS act; C = LGR2 antag; D = Cneo AK release; E = PAX8 inh HTS; F = PGC1a acetyl inh; G = ARNT TACC3 PPI; H = C2C12 statin
1	C[C@H](O)C#Cc1cnc2c(c1)C(=O)N([C@H](C)CO)C[C@@H](C)[C@@H](CN(C)C(=O)Nc1ccc(C(F)(F)F)cc1)O2
  A: -1 | B: 1 | C: -13 | D: 1 | E: 26 | F: 3 | G: 4 | H: 1
2	OCc1ccccc1-c1cnc2cccnn12
  A: -3 | B: x | C: -2 | D: -1 | E: 14 | F: x | G: x | H: 22
3	COc1ccccc1-c1ccc([C@H]2[C@H](C#N)N[C@@H]2CO)cc1
  A: -5 | B: 2 | C: -8 | D: -3 | E: -40 | F: -2 | G: 8 | H: 0
4	C[C@H]1CN([C@@H](C)CO)C(=O)c2cc(NC(=O)CCN3CCOCC3)ccc2O[C@H]1CN(C)C(=O)Nc1ccccc1
  A: 6 | B: 18 | C: 12 | D: 2 | E: -11 | F: -3 | G: -21 | H: 0
5	Cc1nnc(SCC(=O)Nc2ncc3c(n2)CCCC3=O)s1
  A: 2 | B: x | C: x | D: 1 | E: x | F: 1 | G: -12 | H: x
6	CCCC(=O)Nc1ccc2oc(-c3ccncc3)nc2c1
  A: -3 | B: x | C: x | D: 9 | E: -47 | F: 6 | G: -2 | H: -1
7	CCOc1ccc2nc(NC(=O)C3CCCN(S(=O)(=O)c4c(C)noc4C)C3)sc2c1 (stereo not given)
  A: 4 | B: -4 | C: -2 | D: -8 | E: 7 | F: -1 | G: x | H: -21
8	O=[N+]([O-])c1cccc(-n2nnnc2CN2CCCCCC2)c1
  A: -1 | B: 38 | C: x | D: -1 | E: -1 | F: -5 | G: 2 | H: -9
9	COc1ccc(C(=O)NCc2ccncc2)cc1S(=O)(=O)N1CCOCC1
  A: -4 | B: 23 | C: -4 | D: 1 | E: -4 | F: 4 | G: x | H: 7
10	Cc1noc(C)c1S(=O)(=O)N(C)C[C@@H]1OCCCC[C@@H](C)Oc2ccc(NS(=O)(=O)c3cn(C)cn3)cc2C(=O)N([C@@H](C)CO)C[C@H]1C
  A: 4 | B: -3 | C: 3 | D: 78 | E: -22 | F: -14 | G: 0 | H: x
11	COc1cccc(CNCC(=O)NC(=O)NC2CCCC2)c1
  A: -2 | B: 15 | C: 7 | D: -5 | E: -8 | F: -8 | G: -2 | H: -1
12	C[C@H]1CN([C@@H](C)CO)C(=O)c2cc(NC(=O)CCCN(C)C)ccc2O[C@H]1CN(C)Cc1ccc(Oc2ccccc2)cc1
  A: -5 | B: -4 | C: -6 | D: 51 | E: 17 | F: -3 | G: 19 | H: -10
13	Cc1nn(Cc2c(F)c(F)c(F)c(F)c2F)c(C)c1NC(=O)c1ccc(COc2ccc(F)cc2)o1
  A: 1 | B: -20 | C: -2 | D: 0 | E: x | F: 1 | G: 0 | H: 27
14	CN(Cc1cn(C)nc1-c1ccc(Oc2ccccc2)cc1)Cc1cnc2ccccn12
  A: x | B: -55 | C: 4 | D: x | E: 14 | F: 6 | G: 5 | H: x
15	Nc1nnc(SCC(=O)NNC(=O)c2ccc([N+](=O)[O-])cc2)s1
  A: -2 | B: x | C: 11 | D: 0 | E: -14 | F: 7 | G: 2 | H: -1
16	O=C(C[C@@H]1C[C@H]2c3cc(NC(=O)Nc4ccccc4)ccc3O[C@H]2[C@H](CO)O1)NCc1cccc(F)c1
  A: -1 | B: -15 | C: 12 | D: -62 | E: 15 | F: 4 | G: 1 | H: 9
17	C[C@@H]1CN([C@H](C)CO)C(=O)c2cccc(NC(=O)C3CC3)c2O[C@@H]1CN(C)S(=O)(=O)c1ccc(F)cc1
  A: -1 | B: 37 | C: -11 | D: -21 | E: -26 | F: 1 | G: -6 | H: -27
18	O/N=C\c1cccn1-c1nccs1
  A: 1 | B: 1 | C: 13 | D: 2 | E: 10 | F: 4 | G: -2 | H: -1
19	O=C(C[C@@H]1C=C[C@@H](NC(=O)c2cccnc2)[C@H](CO)O1)NCc1ccncn1
  A: x | B: 0 | C: 2 | D: x | E: 2 | F: 0 | G: x | H: x
20	COc1ccccc1CC(=O)Nc1cccc(C(=O)Nc2nccs2)c1
  A: -7 | B: 12 | C: -7 | D: -2 | E: -9 | F: x | G: -2 | H: -6
21	Cc1noc(C)c1S(=O)(=O)N(C)C[C@@H]1Oc2ccc(NC(=O)Nc3ccc4c(c3)OCO4)cc2CC(=O)N([C@H](C)CO)C[C@@H]1C
  A: 0 | B: -3 | C: 6 | D: 5 | E: 4 | F: -6 | G: x | H: 3
22	CC(O)(c1cccc(F)c1)c1nc(-c2cccc(C(F)(F)F)c2)cs1 (stereo not given)
  A: -5 | B: 81 | C: -6 | D: -2 | E: 0 | F: x | G: x | H: 0
23	Cc1cc(C)nc(SCc2ccc3nonc3c2)n1
  A: 5 | B: x | C: x | D: 0 | E: x | F: 0 | G: 20 | H: -12
24	O=C(Oc1ccccc1N1C(=O)CCC1=O)c1ccco1
  A: 15 | B: x | C: x | D: -2 | E: 14 | F: 1 | G: x | H: x
25	CCCCCCCOC(=O)c1nc(Cl)c(Cl)c(N)c1Cl
  A: x | B: 416* | C: -10 | D: -1 | E: -19 | F: -10 | G: -8 | H: -4
26	C=CCn1c(COc2ccccc2)nnc1SCC(=O)NCC(=O)OCC
  A: -11 | B: 19 | C: -5 | D: 2 | E: x | F: -8 | G: -1 | H: -3
27	C/C(=N\NC(N)=O)C1CC(Cc2ccccc2)C(=O)O1 (stereo not given)
  A: -8 | B: -2 | C: 11 | D: 3 | E: 4 | F: 10 | G: -2 | H: -2
28	Cc1cccc(Cn2c(NCC(C)O)nc3c2c(=O)n(C)c(=O)n3C)c1 (stereo not given)
  A: -6 | B: x | C: x | D: 2 | E: x | F: -4 | G: -30 | H: 22
29	COc1ccc(C(=O)NCc2ccccn2)cc1
  A: -4 | B: -1 | C: x | D: 2 | E: -32 | F: 13 | G: 27 | H: 3
30	CCOC(=O)C1(C#N)Cc2ccccc2C1
  A: 2 | B: 28 | C: 1 | D: -1 | E: 1 | F: -1 | G: -4 | H: 8
31	CC(=O)C1=C(NC(=O)c2ccc(C(F)(F)F)cc2)C[C@@H]2[C@H]1C2(C)C
  A: 1 | B: -10 | C: -1 | D: 2 | E: -16 | F: -5 | G: -2 | H: -38
32	CCCS(=O)(=O)N1CCCC(C(=O)NCC2CCCO2)C1 (stereo not given)
  A: 3 | B: x | C: x | D: 2 | E: x | F: 26 | G: -2 | H: 6
33	COC(=O)c1sccc1NC(=O)Nc1cc(C)ccc1OC
  A: -1 | B: 0 | C: -12 | D: 0 | E: -4 | F: x | G: 1 | H: 2
34	O=C(NCCCN1CCOCC1)C1CCC(=O)N1CCc1ccccc1 (stereo not given)
  A: 1 | B: -7 | C: -12 | D: 1 | E: 18 | F: 33 | G: 0 | H: 0
35	Cc1nc(SCC(=O)Nc2nnc(C(C)C)s2)n[nH]1
  A: -5 | B: -9 | C: 2 | D: 0 | E: -7 | F: x | G: 7 | H: 4
36	Cc1ccccc1NC(=O)Nc1nc(CN(C)C)cs1
  A: -3 | B: -4 | C: 7 | D: 0 | E: -17 | F: 1 | G: x | H: -1
37	C[C@H](CO)N1C[C@H](C)[C@@H](CN(C)Cc2ccc(C(=O)Nc3ccccc3N)cc2)Oc2ccc(NS(=O)(=O)c3ccc(Cl)cc3)cc2C1=O
  A: -10 | B: 11 | C: -7 | D: -1 | E: x | F: 1 | G: 3 | H: -3
38	O=C(c1ccc(S(=O)(=O)N2CCCC2)cc1)N(Cc1ccco1)C1CCS(=O)(=O)C1 (stereo not given)
  A: x | B: 2 | C: -5 | D: x | E: 0 | F: 5 | G: -3 | H: 5
39	CC(=O)c1cccc(N(CC(=O)NC2CCCCC2)C(=O)CNC(=O)c2cccs2)c1
  A: -2 | B: -6 | C: -1 | D: -1 | E: -8 | F: -11 | G: x | H: 0
40	C[C@H]1CN([C@@H](C)CO)C(=O)c2cc(NC(=O)Cc3cn(C)c4ccccc34)ccc2O[C@@H]1CN(C)Cc1ccccc1
  A: 0 | B: -9 | C: -7 | D: -60 | E: 2 | F: x | G: -1 | H: 25
41	COc1cccc(S(=O)(=O)N[C@H]2C=C[C@@H](CC(=O)NCc3ccncc3)O[C@H]2CO)c1
  A: 2 | B: -4 | C: -1 | D: 3 | E: -13 | F: -12 | G: 0 | H: 7
42	CCC(=O)N1C[C@H](C)[C@H](OC)CN(C)C(=O)c2cc(NC(=O)c3cc(C)on3)ccc2OC[C@@H]1C
  A: x | B: 4 | C: -11 | D: x | E: x | F: 21 | G: x | H: 14
43	CC1CC(C)(C)CC2(C1)NC(=O)N(CC(=O)N1CCN(S(=O)(=O)c3ccc(F)c(F)c3F)CC1)C2=O (stereo not given)
  A: -2 | B: -50 | C: -2 | D: 0 | E: 17 | F: 1 | G: 2 | H: 21
44	Cc1cc(NC(=O)c2ccccc2NS(=O)(=O)c2c(C)c(C)cc(C)c2C)no1
  A: 2 | B: x | C: x | D: -1 | E: x | F: -7 | G: -3 | H: -33
45	O=C(CCN1C(=O)/C(=C/c2ccc(F)cc2)SC1=S)Nc1cc([N+](=O)[O-])ccc1O
  A: -6 | B: -4 | C: 2 | D: -1 | E: 16 | F: 2 | G: -6 | H: -27
46	Clc1ccc(C=NC23CN4CN(CN(C4)C2)C3)cc1
  A: 0 | B: 11 | C: -17 | D: 2 | E: x | F: 5 | G: 13 | H: -5
47	COc1ccccc1NC(=O)c1ccc(N2CC3CC(C2)c2cccc(=O)n2C3)c(NC(=O)c2cccnc2)c1 (stereo not given)
  A: 4 | B: 3 | C: -8 | D: -2 | E: 16 | F: 16 | G: 1 | H: 1
48	C=CCN1CC(=O)N2Cc3[nH]c4ccccc4c3C[C@H]2C1=O
  A: -7 | B: 9 | C: -31 | D: 1 | E: 1 | F: 3 | G: 6 | H: 5
49	CC(=O)Nc1ccc(S(C)(=O)=O)c(C)c1
  A: 1 | B: 2 | C: 4 | D: -2 | E: -12 | F: -6 | G: -7 | H: 7
50	COc1ccc(C(CCNCc2ccc(OC(C)C)cc2)c2ccccc2OC)cc1 (stereo not given)
  A: -5 | B: -50 | C: 0 | D: 2 | E: 15 | F: -16 | G: 17 | H: -8
51	CC(Oc1ccc(Cl)cc1Cl)C(=O)OCC(=O)c1c(N)n(C)c(=O)n(C)c1=O (stereo not given)
  A: 1 | B: -23 | C: 5 | D: 1 | E: 2 | F: x | G: 6 | H: 1

Given in transposed form: part of the list above
38	O=C(c1ccc(S(=O)(=O)N2CCCC2)cc1)N(Cc1ccco1)C1CCS(=O)(=O)C1 (stereo not given)
39	CC(=O)c1cccc(N(CC(=O)NC2CCCCC2)C(=O)CNC(=O)c2cccs2)c1
40	C[C@H]1CN([C@@H](C)CO)C(=O)c2cc(NC(=O)Cc3cn(C)c4ccccc34)ccc2O[C@@H]1CN(C)Cc1ccccc1
41	COc1cccc(S(=O)(=O)N[C@H]2C=C[C@@H](CC(=O)NCc3ccncc3)O[C@H]2CO)c1

assay / compound | 38 | 39 | 40 | 41
PglD inh | x | -2 | 0 | 2
INS-1E GSIS act | 2 | -6 | -9 | -4
LGR2 antag | -5 | -1 | -7 | -1
Cneo AK release | x | -1 | -60 | 3
PAX8 inh HTS | 0 | -8 | 2 | -13
PGC1a acetyl inh | 5 | -11 | x | -12
ARNT TACC3 PPI | -3 | x | -1 | 0
C2C12 statin | 5 | 0 | 25 | 7
